G6PDH CS: L. mesenteroides G6PDH inhibitors, counter-screen for G6PDH-coupled screening assays, biochemical, Leuconostoc mesenteroides enzyme; glucose-6-phosphate dehydrogenase [Leuconostoc mesenteroides]; Purified L. mesenteroides G6PDH, diaphorase/resazurin coupled fluorescence, 45 min; inhibition, % at 5 µM; 0.12% of 200,000 active; AID 1020, 2008
PMI act hi M6P: human PMI activators, high substrate, primary screen, biochemical, fluorescence intensity, near-saturating mannose 6-phosphate | activation factor at 20 µM | AID 1216, 2008 | 0.34% of 190,000 active | coupled PMI enzyme assay, resazurin fluorescence, 20 min; hits give high values; 1 = untreated enzyme, 0 = substrate-free blank | Mannose-6-phosphate isomerase (Homo sapiens), P34949;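 active = activation factor of 2 or more at 20 µM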
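Test system – human PMI in coupled enzyme assay · Timing – 20 min incubation at room temperature · Detection – Diaphorase-driven resazurin-to-resorufin fluorescence, excitation 544, emission 590 nm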
S1P3 antag: S1P3 receptor antagonists, primary screen, cell-based. Sphingosine 1-phosphate receptor 3 (Homo sapiens), Q99500. CHO S1P3 NFAT-BLA reporter, FRET fluorescence, antagonist mode. 0.27% of 170,000 active. inhibition, % at 4.98 µM. AID 485, 2006;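 active = inhibition above the plate cutoff, the mean inhibition of test wells on that plate plus 3 SD, cut at about 28% in these data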;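 also: cells challenged with S1P at its EC80 of 0.8 µM; blue over green emission ratio from cleaved BLA substrate after 4 h stimulation; 0% = S1P-stimulated wells and 100% = unstimulated DMSO-only wells; some compounds past the cut are filed as inactive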
RAM network inh: inhibitors of the yeast RAM network, primary screen, dse1pr::URA3 reporter, 5-FOA selection; AID 868, 2007; S. cerevisiae dse1pr::URA3 reporter, 5-FOA growth OD615, 2 d; analog-sensitive cbk1-as2 kinase mutant strain; 1.8% of 190,000 active; inhibition, % at 50 µM;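 active = inhibition above a set limit, 3 SD over mean compound inhibition, cut at about 8.4% in these data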;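 also: 0% = DMSO-only wells with no growth and 100% = 10 µM 1-NA-PP1 full growth; inhibition rescues growth on 5-FOA so higher OD means more RAM inhibition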
Lmaj promast: Leishmania major promastigote growth inhibition, primary screen; inhibition, % at 10 µM; 9% of 200,000 active; Leishmania major promastigotes, resazurin fluorescence viability; AID 1063, 2008;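 also: promastigotes grown with compound for 44 hours at 28 °C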
Hsp70 act: Hsp70 transcriptional activators, primary screen, cell-based, HeLa, Hsp70 promoter luciferase, luminescence, 10 µM; HeLa Hsp70 promoter luciferase reporter; scaled: vehicle 0, proteasome-inhibitor control 100%; activation, % at 10 µM; 0.04% of 200,000 active;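 active = activation above the mean across all tested compounds plus 3 SD, cutoff set per campaign, cut at about 5.5% in these data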;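 also: 100% = MG132 at 30 µM as the positive control and 0% = DMSO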
Diaphorase inh: diaphorase inhibitors and chemical oxidizers, primary screen, counter-screen for diaphorase-coupled primary assays, biochemical, uHTS, resorufin fluorescence; inhibition, % at 20 µM; diaphorase resazurin-to-resorufin fluorescence, NADH, 16 min; bacterial (C. kluyveri) enzyme, not human; AID 1217, 2008; 0.69% of 190,000 active;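 active = primary screen inhibition at 20 µM above a set limit, cut at about 50% in these data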;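 also: plate controls were DMSO with full reaction for no effect and wells lacking NADH for full effect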
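material = Clostridium kluyveri diaphorase enzyme | amount = 0.14 U/mL diaphorase, enzyme working solution | schedule = incubation 16 min, room temperature | detection = fluorescence of resorufin formed from resazurin, Ex 544/Em 590 nm | benchmarks = positive control minus NADH, DMSO neutral control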
PMI act: activators of human PMI, primary screen, biochemical, fluorescence intensity, near-Km mannose 6-phosphate; 0.005% of 190,000 active; purified human PMI, coupled resazurin fluorescence, 20 min; hits give high values; 1 = vehicle control, 0 substrate-free wells; activation factor at 20 µM; Mannose-6-phosphate isomerase (Homo sapiens), P34949; AID 1214, 2008;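 active = activation factor of 2 or more at 20 µM, relative to plate controls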
DTT redox prof: compounds producing H2O2 with reducing agent – biochemical, NIH compound library profiling, artefact control for MLSCN library redox annotation, primary screen | DTT-dependent redox cycling H2O2, phenol red/HRP absorbance; 100% = 100 µM peroxide control, 0% = buffer | activation, % at 10 µM | 0.03% of 200,000 active | AID 878, 2007;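 active = activation of at least 50% relative to the plate's high and low controls in the primary single-dose screen; inactive = activation below 50%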;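 also: compound incubated with DTT at 0.8 mM final as the reducing agent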
TLR4 MyD88 comp: inhibitors of TLR4-MyD88 association in cells, primary screen, cell-based, HeLa CL3-4, BLA complementation, FRET ratio; HeLa CL3-4 TLR4/MyD88 BLA complementation; 0.18% of 200,000 active; AID 861, 2007; inhibition, % at 8.4 µM; in the data active = inhibition above about 25%;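 also: 0% = vehicle and 100% = reference inhibitor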
Target sequence (O00206 whole entry, looked up): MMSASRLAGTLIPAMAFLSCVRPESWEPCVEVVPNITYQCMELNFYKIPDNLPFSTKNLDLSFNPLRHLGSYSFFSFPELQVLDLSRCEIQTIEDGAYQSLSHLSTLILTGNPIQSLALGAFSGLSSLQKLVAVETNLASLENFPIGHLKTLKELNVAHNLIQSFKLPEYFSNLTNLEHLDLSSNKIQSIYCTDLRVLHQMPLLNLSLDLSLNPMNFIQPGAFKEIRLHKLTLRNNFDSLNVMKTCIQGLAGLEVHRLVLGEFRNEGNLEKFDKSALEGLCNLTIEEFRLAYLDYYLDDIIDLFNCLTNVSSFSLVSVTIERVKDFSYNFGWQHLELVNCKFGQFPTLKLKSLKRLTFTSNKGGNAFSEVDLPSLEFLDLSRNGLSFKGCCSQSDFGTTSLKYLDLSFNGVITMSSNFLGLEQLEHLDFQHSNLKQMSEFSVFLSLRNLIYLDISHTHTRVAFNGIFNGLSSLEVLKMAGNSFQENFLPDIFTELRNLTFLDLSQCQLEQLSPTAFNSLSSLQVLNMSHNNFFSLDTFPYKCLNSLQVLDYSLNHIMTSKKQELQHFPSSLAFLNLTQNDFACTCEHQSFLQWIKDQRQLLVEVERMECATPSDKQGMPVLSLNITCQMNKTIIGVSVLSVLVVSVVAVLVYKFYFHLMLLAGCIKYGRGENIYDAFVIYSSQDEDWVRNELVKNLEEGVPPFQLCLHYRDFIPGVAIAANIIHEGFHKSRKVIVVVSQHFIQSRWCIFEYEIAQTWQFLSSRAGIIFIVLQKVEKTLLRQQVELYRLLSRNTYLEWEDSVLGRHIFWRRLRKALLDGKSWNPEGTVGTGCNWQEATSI
Target sequence (Q99836 whole entry, looked up): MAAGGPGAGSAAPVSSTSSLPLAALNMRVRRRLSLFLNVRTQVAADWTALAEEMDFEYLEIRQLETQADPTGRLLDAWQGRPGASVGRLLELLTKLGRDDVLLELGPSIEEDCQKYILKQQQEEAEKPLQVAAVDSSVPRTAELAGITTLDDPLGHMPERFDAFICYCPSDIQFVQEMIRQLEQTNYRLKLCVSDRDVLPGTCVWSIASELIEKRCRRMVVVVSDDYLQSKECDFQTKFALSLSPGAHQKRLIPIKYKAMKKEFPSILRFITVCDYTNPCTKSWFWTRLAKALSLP
Diaph act CS: compounds boosting diaphorase resazurin reduction – biochemical, uHTS, resorufin fluorescence, counter-screen for diaphorase-coupled primary assays, primary screen. activation factor at 20 µM. AID 1229, 2008. Diaphorase/resazurin coupled assay, 16 min; hits give high values; 1 = vehicle wells, 0 = NADH-free wells. 0.005% of 190,000 active;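 active = diaphorase activity raised at least twofold by the compound at 20 µM; inactive = activation factor below 2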
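Assay system: Purified diaphorase enzyme from Clostridium kluyveri | Amount: Enzyme 0.07 U/mL final | Dosing: Compound 20 µM once, DMSO 1% | Timing: 16 min reaction at room temperature | Detection: Fluorescence, excitation 544 nm and emission 590 nm | Evaluation: Higher resorufin formation from activation or reduction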
Starred values were filed as active, the others as inactive; / = no result given. Rule as the data show it, unless noted: active = inhibition above about 50%; inactive = the rest.

SMILES	G6PDH CS	PMI act hi M6P	S1P3 antag	RAM network inh	Lmaj promast	Hsp70 act	Diaphorase inh	PMI act	DTT redox prof	TLR4 MyD88 comp	Diaph act CS
COc1cccc(-c2nc(-c3ccc(NC(=O)c4cccs4)cc3)no2)c1	-1	1	/	5.2	-3	0.2	9	1	1.6	18	0.9
Cc1ccc(OCCOCCNC(C)(C)C)c([N+](=O)[O-])c1	3	1.3	-5	1.2	92*	-0.2	1	1.2	0.5	10	1
NC(N)=N/N=C/c1ccc(OCc2ccc(Cl)cc2)cc1	-4	1.1	/	-0.1	101*	0.5	-53	1.1	1.3	2	1.5
COc1ccc(C(C)=O)cc1CSC(=N)N	7	1	-8	1.0	-16	0.2	-20	1	-0.6	-6	1.2
O=C(N/N=C/c1c(O)n(Cc2ccccc2)c(=O)c2ccccc12)c1cccnc1	-5	1.1	14	5.5	-2	-0.1	9	1.3	0.3	5	0.9
CC1CCCCN1S(=O)(=O)c1ccc(NC(=O)c2cccs2)cc1 (stereo unspecified)	5	1	/	2.7	4	-0.1	6	0.9	-0.1	-6	0.9
O=C(CN1C(=O)NC2(CCCC2)C1=O)Nc1ccc(S(=O)(=O)N2CCOCC2)cc1	2	0.9	-20	0.9	-5	-0.1	14	0.9	-0.4	1	0.9
CCOC(=O)c1c(-c2ccccc2)nc2ccc(Cl)cn12	3	1	/	0.5	14	0.1	11	1	-8.4	5	0.9
Nc1nc(SCC(=O)Nc2ccc(Cl)cn2)n[nH]1	5	0.9	-33	-0.1	-3	-0.5	5	1	-0.4	-1	0.9
CC(C)(C)c1cc(C(=O)N/N=C/c2ccccc2O)n(-c2ccccc2)n1	-4	1.1	-22	1.2	99*	-0.3	19	1	0.1	-12	0.8
O=C(N/N=C/c1ccncc1)c1ccccc1OCc1ccc(Br)cc1	-2	1.1	16	0.0	100*	-0.3	9	1	-0.1	1	0.9
CS(=O)(=O)N1CCC(C(=O)Nc2cccc(C(F)(F)F)c2)CC1	-1	0.9	-7	-0.7	-7	-0.1	10	1	-3.2	18	0.9
O/N=C\c1cccn1-c1ccc(Br)cc1	6	1.1	/	0.5	3	0.1	-4	1.1	0.0	-5	1
O=C(O)CCC(=O)NCCn1c(-c2ccccc2)csc1=Nc1ccccc1	0	1.1	28	0.3	4	0.5	12	1.1	0.0	-3	0.9
CCCn1c(SCC(N)=O)nnc1-c1ccco1	7	0.9	/	0.3	-7	-0.3	6	1	-1.1	-18	0.9
CCOC(=O)c1c(N)sn(-c2ccccc2)c1=S	-5	0.8	8	0.2	0	0.0	20	0.9	0.9	-12	0.8
COc1ccc(S(=O)(=O)NCC2CCC(C(=O)N3CCC4(CC3)OCCO4)CC2)cc1 (stereo unspecified)	12	1	/	1.4	-5	0.2	15	1	-3.2	-5	0.8
CCCCN(C)C(=O)CC(NS(=O)(=O)c1ccc(NC(C)=O)cc1)C(C)C (stereo unspecified)	13	1.1	-19	0.0	50*	0.1	-4	1.1	-0.7	-33	1
CCc1ccccc1NC(=O)/C(C#N)=C\c1ccc(Sc2ccccc2)o1	-2	1	/	4.2	-4	-0.2	18	0.9	1.6	-5	0.8
N#Cc1ccc(OCCOCCNC2CCCC2)cc1	13	1.1	-6	0.8	81*	-0.2	-4	1.1	0.1	-20	1
COC(=O)c1cc(NC(=O)Nc2cccc(Cl)c2)ccc1Cl	1	1	/	8.0	71*	0.1	7	0.9	-4.9	14	0.9
CCn1c(SCC(=O)NCCc2ccccc2)nnc1-c1cccs1	5	0.9	-11	-0.9	6	-0.1	15	0.9	1.9	-21	0.8
CCCCN1C(C)=CC(=C2C(=O)c3ccccc3C2=O)C=C1C	2	0.9	5	5.5	49	-0.1	8	0.9	-1.4	-7	0.9
O=C(N/N=C/c1ccncc1)C12CC3CC(CC(C3)C1)C2	5	1	0	-0.3	0	0.0	10	1.1	-0.6	6	0.9
COc1cc2c(cc1OC)C1(CCCC1)C(N)=C2C#N	14	0.6	/	0.9	100*	-0.3	30	0.9	-0.3	-10	0.7

Some of these compounds in order of count of non-hydrogen atoms, descending.
SMILES	G6PDH CS	PMI act hi M6P	S1P3 antag	RAM network inh	Lmaj promast	Hsp70 act	Diaphorase inh	PMI act	DTT redox prof	TLR4 MyD88 comp	Diaph act CS
COc1ccc(S(=O)(=O)NCC2CCC(C(=O)N3CCC4(CC3)OCCO4)CC2)cc1 (stereo unspecified)	12	1	/	1.4	-5	0.2	15	1	-3.2	-5	0.8
O=C(N/N=C/c1ccncc1)c1ccccc1OCc1ccc(Br)cc1	-2	1.1	16	0.0	100*	-0.3	9	1	-0.1	1	0.9
O=C(N/N=C/c1ccncc1)C12CC3CC(CC(C3)C1)C2	5	1	0	-0.3	0	0.0	10	1.1	-0.6	6	0.9
O/N=C\c1cccn1-c1ccc(Br)cc1	6	1.1	/	0.5	3	0.1	-4	1.1	0.0	-5	1

Other results:
SMILES	G6PDH CS	PMI act hi M6P	S1P3 antag	RAM network inh	Lmaj promast	Hsp70 act	Diaphorase inh	PMI act	DTT redox prof	TLR4 MyD88 comp	Diaph act CS
CCc1nnc(NC(=O)c2ccc(Cl)c(S(=O)(=O)N3CCc4ccccc43)c2)s1	4	1.1	/	2.0	6	-0.3	9	1	0.1	9	0.9
CC12CCC(C[N+](C)(C)C1)C2(C)C (stereo unspecified)	2	1	-21	2.4	-3	-0.3	3	1	-0.5	7	1
CCCCCn1c(SCCC(C)C)nc2c1c(=O)[nH]c(=O)n2C	2	0.9	10	4.0	9	0.0	12	0.9	1.6	9	0.9
Clc1ccc(-n2ncc3c(NCc4cccs4)ncnc32)cc1	/	/	/	3.5	4	-0.1	/	/	-0.4	13	/
CCOC1Cc2ccccc2N(C(N)=O)c2ccccc21 (stereo unspecified)	-1	1	/	0.2	0	0.4	2	1	0.1	5	1
CN(C)S(=O)(=O)c1ccc(C(=O)NCCSc2ccccc2)cc1	16	1	/	1.2	5	0.0	9	1	-0.1	5	0.9
Cc1cc(C(=O)NC2CCCC2)on1	12	0.9	6	1.7	-7	0.1	9	1	-0.3	3	0.9
COC(=O)c1ccccc1NC(=O)C12CCC(C)(C(=O)O1)C2(C)C (stereo unspecified)	10	0.9	13	-0.5	1	0.2	17	0.8	3.5	-2	0.8
Cn1cccc1/C=C(/C#N)C(N)=S	0	0.9	2	1.8	0	-0.5	25	1.1	-0.1	-7	0.8
CCOc1ccc(-c2onc(C(F)(F)F)c2-c2cscn2)c(O)c1	8	1	/	1.1	-3	0.0	12	0.9	1.1	9	0.9
O=C(CSc1nnnn1C1CCCCC1)NCc1ccc2c(c1)OCO2	7	1.1	15	-0.7	-4	0.5	14	1	0.9	-13	0.9
O=C(N/N=C/c1cccc([N+](=O)[O-])c1)c1ccc(Br)cc1	13	/	8	-0.4	-2	-0.4	/	/	-0.3	-1	/
CCCN(c1ccc(OCC)cc1)c1ncnc2nc[nH]c12	-21	0.9	-2	1.0	-2	0.2	14	0.9	-2.8	1	0.9
COC(=O)c1cccc(Nc2nc3ccccc3nc2C)c1	0	1	30	1.7	13	-0.3	19	0.9	-0.4	-4	0.8
COc1ccc(S(=O)(=O)n2nc(OC(=O)c3cccs3)cc2NC(=O)c2cccs2)cc1	14	0.9	-2	5.3	-4	-0.3	20	1	-0.8	-3	0.8
CC1CC(C)(C)NC(=S)S1 (stereo unspecified)	10	1	-34	1.1	-6	0.1	18	1	1.5	-6	0.8
Cc1ccc(S(=O)(=O)ON=C2CCN(S(=O)(=O)c3ccccc3)CC2)cc1	9	1	/	1.9	-2	0.1	-1	0.9	1.9	1	1
COc1ccc(N2C(=O)CSC23C(=O)N2CCCc4cccc3c42)cc1 (stereo unspecified)	5	1.1	8	-0.9	10	0.1	8	1.1	-4.2	-5	0.9
O=C(N/N=C/c1cccn1-c1cccc(C(=O)O)c1)Nc1ccccc1	-2	1.1	-5	3.1	39	-0.2	10	1.1	0.2	-3	0.9
CN1CCN(Cc2c(O)ccc3c2oc(=O)c2ccccc23)CC1	-2	0.9	-24	0.3	4	0.5	-2	0.8	-2.2	7	1
CCOc1cc2[nH]c(=O)n(Cc3ccccc3)c(=O)c2cc1OCC	0	1	/	5.8	-2	-0.2	-1	1	3.7	-21	1
CN1CCN(C(=O)c2ccc(CN(c3ccccc3)S(=O)(=O)c3ccccc3)cc2)CC1	19	1	-6	-0.4	3	0.0	-4	1	-0.4	-2	1
CCOc1cc(N2CCOCC2)c(OCC)cc1NC(=O)CN1C(=O)C2C3C=CC(C3)C2C1=O (stereo unspecified)	-2	0.8	-12	1.4	-6	0.1	10	1	-1.0	-11	0.9
Cc1ccccc1C(=O)c1cccn1CC(=O)NCc1ccco1	4	1	-37	2.4	-4	-0.4	6	1	-0.3	-3	0.9
Cc1cc(C)c(S(=O)(=O)N(C)CC(=O)NCc2ccncc2)c(C)c1	9	1	-16	2.2	11	-0.1	14	0.9	-0.4	-30	0.9
SMILES	G6PDH CS	PMI act hi M6P	S1P3 antag	RAM network inh	Lmaj promast	Hsp70 act	Diaphorase inh	PMI act	DTT redox prof	TLR4 MyD88 comp	Diaph act CS
S=C(N/N=C/c1ccc2ncccc2c1)Nc1ccccc1	-8	1	-20	2.9	7	-0.2	18	1	0.0	5	0.8
O=C1C2CC(O)CN2C(=O)N1c1ccccc1 (stereo unspecified)	6	1	-27	1.7	-3	0.0	1	1	-1.1	12	1
O=C(O)/C=C\C(=O)NCc1ccccc1	8	1	/	0.7	-6	-0.3	6	1.1	1.8	10	0.9
COc1ccc(CCNC(=O)C2CCCN(c3ncccn3)C2)cc1 (stereo unspecified)	4	1.1	5	1.2	-2	-0.1	3	1.1	2.0	-3	1
CC1CC1C(=O)Nc1nc(-c2ccccn2)cs1 (stereo unspecified)	16	0.9	/	-1.1	100*	-0.3	13	0.7	0.9	12	0.9
CCOC(=O)/C(=C/c1c[nH]c2ccccc12)NC(C)=O	3	0.9	/	1.5	-5	-0.4	12	0.9	0.9	-6	0.9

Compound activity as filed in PubChem.
